NCOA1 inh: inhibitors of human steroid receptor coactivator 1 (SRC1); Q15788; inhibition, % at 3.6 µM; HEK293 GAL4-SRC1 luciferase reporter, luminescence; 0.12% of 360,000 active;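 active = inhibition above the campaign mean plus 3 SD, with each screening campaign given its own cutoff, cut at about 60% in these data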;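 note: 0% = DMSO treated cells and 100% = gossypol at 36 µM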
ABHD5 PLIN5 PPI: blocks binding of human ABHD5 to perilipin-5; 0.78% of 360,000 active; Q00G26+Q8WTS1; AID 602281; inhibition, % at 4 µM; Split G. princeps luciferase complementation, luminescence, 4 h;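 active = inhibition above the mean inhibition across every tested compound plus 3 SD, cut at about 22% in these data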;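 note: 0% = DMSO only wells and the 100% control is not disclosed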
TLR9-MyD88 block: TLR9-MyD88 interaction inhibition; CHO BLA complementation TLR9-MyD88, CCF4 FRET ratio; inhibition, % at 4.98 µM; 0.21% of 340,000 active;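 active = inhibition above the mean over all tested compounds plus 3 SD, cut at about 21% in these data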;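 note: 0% = DMSO only wells and 100% = clavulanate BLA inhibitor control wells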
COUP-TFII inh: blocks human COUP-TFII nuclear receptor | P24468 | HEK293T NGFI-A luciferase reporter, luminescence | inhibition, % at 8.6 µM | 0.7% of 370,000 active | AID 686940;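 active = inhibition above a per-plate cutoff, mean inhibition of test wells between control levels plus 3 SD, cut at about 38% in these data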;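 note: cells cotransfected with COUP-TFII expression vector driving the NGFI-A reporter; 0% = median of COUP-TF2 test wells and 100% = reporter-only cells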
Target sequence (P24468 whole entry, looked up): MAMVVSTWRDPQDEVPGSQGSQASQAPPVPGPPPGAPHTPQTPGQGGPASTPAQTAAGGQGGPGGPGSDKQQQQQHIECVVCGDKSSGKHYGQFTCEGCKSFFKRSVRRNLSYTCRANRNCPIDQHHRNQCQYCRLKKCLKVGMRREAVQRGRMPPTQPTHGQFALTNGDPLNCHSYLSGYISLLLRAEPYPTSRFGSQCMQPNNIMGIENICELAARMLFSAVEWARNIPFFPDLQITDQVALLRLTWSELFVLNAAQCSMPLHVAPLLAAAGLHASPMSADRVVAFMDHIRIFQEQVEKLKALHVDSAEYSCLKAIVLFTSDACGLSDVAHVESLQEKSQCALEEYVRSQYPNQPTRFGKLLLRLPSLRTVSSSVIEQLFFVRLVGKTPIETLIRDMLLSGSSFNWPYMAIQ
MC4R barr agon: activates human MC4R beta-arrestin recruitment | P32245 | U2OS MC4R beta-arrestin complementation, luminescence; percent of melanotan II response, DMSO zero | activation, % at 8.9 µM | 0.98% of 360,000 active | AID 540308;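 active = activation above a per-plate cutoff, the mean activation of sample wells on that plate plus 3 SD, cut at about 8% in these data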
LRH-1 inv ag: inverse agonists of human LRH-1 (NR5A2); O00482; HEK293T StAR-luciferase reporter, LRH-1 transfected, 24 h; inhibition, % at 3.6 µM; 0.13% of 360,000 active;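 active = inhibition above the mean inhibition of all tested compounds plus 3 SD, cut at about 73% in these data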;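 note: 0% = DMSO wells and 100% = reporter-only cells lacking LRH-1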
Target sequence (O00482 whole entry, looked up): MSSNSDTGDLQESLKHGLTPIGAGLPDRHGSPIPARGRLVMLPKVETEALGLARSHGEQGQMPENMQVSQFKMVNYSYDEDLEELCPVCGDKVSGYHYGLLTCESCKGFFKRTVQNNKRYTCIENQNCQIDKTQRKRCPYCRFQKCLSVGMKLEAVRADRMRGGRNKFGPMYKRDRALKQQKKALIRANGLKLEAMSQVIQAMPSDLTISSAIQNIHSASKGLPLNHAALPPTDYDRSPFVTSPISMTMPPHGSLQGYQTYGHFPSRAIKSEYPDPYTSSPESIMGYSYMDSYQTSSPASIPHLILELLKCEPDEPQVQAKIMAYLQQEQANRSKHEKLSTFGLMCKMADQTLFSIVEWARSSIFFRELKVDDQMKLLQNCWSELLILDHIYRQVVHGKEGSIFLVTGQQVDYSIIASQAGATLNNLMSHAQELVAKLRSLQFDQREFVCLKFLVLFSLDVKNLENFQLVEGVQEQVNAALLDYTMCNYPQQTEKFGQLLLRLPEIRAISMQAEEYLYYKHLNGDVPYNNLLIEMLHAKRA
EBV LMP1 NFkB: Epstein-Barr LMP1 NF-kappaB reporter inhibition | inhibition, % at 12.5 µM | 0.69% of 350,000 active | LMP1-induced NF-kappaB luciferase reporter cells, luminescence; in the data active = inhibition above about 41%;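 note: 0% = neutral control wells and 100% = reference inhibitor control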
SRC2 inh: human SRC2 (NCOA2) inhibition; AID 651957; HEK293 GAL4-SRC2 luciferase reporter, luminescence; 0.17% of 370,000 active; inhibition, % at 9 µM; Q15596;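 active = inhibition above the mean inhibition of all tested compounds plus 3 SD, set per campaign, cut at about 52% in these data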;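 note: 0% = DMSO treated cells and 100% = cells given Gossypol at 36 µM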
MC4R antag cAMP: blocks human MC4R cAMP signaling. MC4R-expressing cells, MTII-stimulated cAMP, LANCE TR-FRET. inhibition, % at 6.5 µM. 0.48% of 360,000 active;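 active = inhibition above its plate's cutoff, the mean of tested wells on that plate plus 3 SD, cut at about 29% in these data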;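 note: 0% = Melanotan II alone and 100% = Melanotan II plus saturating MCL0020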
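System: U2OS-MC4R stable cell line; Technique: Eu-cAMP/anti-cAMP TR-FRET, emission 671 nm; Repeats: single well per compound; Also added: Melanotan II; Dosing: one concentration, 6.5 µM nominal; Schedule: 30-min compound, 1-h challenge, 1-h detection, room temperature.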
NOD2 RIPK2 PPI: NOD2-RIPK2 protein interaction inhibition. CHO BLA complementation NOD2-RIPK2, CCF4 ratio. 0.38% of 360,000 active. inhibition, % at 4.98 µM; in the data active = inhibition above about 21%;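 note: 0% = vehicle only and 100% = reference blocker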
SRC3 inh: inhibits human SRC3 coactivator. HEK293 GAL4-SRC3 luciferase reporter, luminescence. 0.17% of 360,000 active. AID 588352. inhibition, % at 3.6 µM. Q9Y6Q9;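 active = inhibition above a per-campaign cutoff, the mean of all compounds plus 3 SD, cut at about 60% in these data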;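 note: 0% = DMSO-treated cells and 100% = gossypol-treated cells at 36 µM; higher means less SRC3-driven luciferase light from the GAL4 reporter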
* marks the source's active call; other numbers are inactive results; / = not tested or not shown. Only part of the results is shown; rates above refer to the full screens.

SMILES	NCOA1 inh	ABHD5 PLIN5 PPI	TLR9-MyD88 block	COUP-TFII inh	MC4R barr agon	LRH-1 inv ag	EBV LMP1 NFkB	SRC2 inh	MC4R antag cAMP	NOD2 RIPK2 PPI	SRC3 inh
COc1ccc2c(CC(=O)NNC(=O)c3ccc(O)cc3)coc2c1	-0.2	-9.3	-9.2	-19.6	-2.0	-14.5	-0.4	-9.4	15.8	-9.7	-3.1
CCSc1ccc([C@@H]2[C@@H]3C(=O)N(C)C(=O)[C@@H]3[C@]3(C(=O)OC)CCCCN23)cc1OC	14.7	12.3	-5.4	5.9	-0.2	2.4	4.9	-24.9	-4.1	-1.6	3.8
COc1ccc(S(=O)(=O)N2CCCCCC2)cc1C(=O)N(C)CC(=O)Nc1ccccc1Br	9.9	5.2	-12.8	11.8	-3.3	13.9	9.0	20.1	-1.7	-11.3	2.4
COc1ccc(-n2c(SCC(=O)/C(C#N)=C(\C)N)nc3ccccc3c2=O)cc1OC	9.5	0.3	-7.2	-5.6	-0.5	-4.9	-6.4	1.8	8.1	1.9	10.5
N#CC1C(=O)NC(c2ccccc2)=CC1c1ccccc1 (stereo not given)	-4.5	0.3	4.0	14.1	-0.3	3.4	1.8	-2.4	7.2	1.3	-21.6
COC(=O)c1ccc(Nc2nc(N3CCOCC3)nc(N3CCOCC3)n2)cc1	-9.1	7.2	0.6	-7.4	-0.2	-15.7	-3.1	-8.6	6.5	-10.9	5.7
COC(=O)c1ccc(COc2cccc3c2OC(C)(C)C3)cc1	7.1	-12.9	-8.3	-7.4	-3.3	-9.2	-9.2	-6.0	7.3	-2.0	-6.7
Cc1ccc(CSCc2ccc(C(=O)NCC3CCCO3)o2)cc1 (stereo not given)	-13.2	5.3	-7.1	16.6	-0.6	9.2	1.2	-16.4	11.8	-3.2	-11.2
COc1ccc(CCNC(=O)c2nnc(Cc3ccc(Cl)cc3)o2)cc1OC	4.6	-5.0	-7.5	-4.8	-0.2	5.6	5.3	-0.7	-1.8	2.0	-13.6
CCOc1ccc2nc(NC(=O)C34CC5CC(CC(NC(C)=O)(C5)C3)C4)sc2c1	-60.2	0.5	-3.6	-30.4	-2.6	-31.0	-27.6	-20.8	7.4	-1.6	-36.0
O=C(Nc1ccccc1)C1CCN(C(=O)c2ccccc2)CC1	3.1	-2.2	-3.8	1.3	0.8	-1.3	-8.4	15.9	9.7	-4.2	13.2
Cc1c(C(=O)N2CCOCC2)[nH]c2ccc(OCc3ccccc3)cc12	5.4	-2.1	4.6	20.1	1.3	-7.5	1.7	-7.1	19.3	10.3	5.6
COc1cc2c(cc1OC)CN(C(=O)c1ccc(OC)c(S(=O)(=O)N3CCOCC3)c1)CC2	-13.9	0.1	1.5	-16.6	0.3	-4.5	-5.8	-48.6	0.4	0.7	-11.2
S=C(Nc1ccccc1Cl)NC1CCCCCC1	-17.4	-2.5	-7.4	-0.5	-2.0	-20.9	-1.3	-9.1	-1.4	3.5	-16.3
COC(=O)c1ccc(CNC(=O)COC(=O)CCC2CCCC2)cc1	7.6	0.7	2.9	0.7	-0.5	5.8	-10.6	4.6	2.3	1.7	-0.2
Cc1ccc(-c2nn(C)c(=O)c3ccccc23)cc1CNC(=O)CN1CCOCC1	-15.1	7.4	7.3	2.2	-2.0	4.1	-3.2	-5.9	2.2	-3.0	18.3
CCOC(=O)CN1CC23C=CC(O2)C(C(=O)Nc2ccc(OC)cc2OC)C3C1=O (stereo not given)	-10.7	3.0	-6.8	0.4	-1.2	1.6	-0.5	-5.7	12.0	-10.5	13.1
CC(=O)c1c(C)[nH]c(C(=O)Nc2cccc(S(=O)(=O)N3CCOCC3)c2)c1C	-13.4	9.0	-2.5	-58.9	0.6	10.2	10.9	-21.7	4.8	2.9	14.8
COc1ccc(N2C(=O)c3ccccc3NC2c2cccnc2)cc1 (stereo not given)	-17.1	-0.3	1.9	-15.2	0.1	-25.3	-7.7	-25.1	-1.1	1.0	-11.0
Cc1ccc(N2C(=O)CC3(CC4C=CC3C4)C2=O)cc1 (stereo not given)	-9.3	0.1	-9.9	-8.0	-0.2	-23.1	1.3	-34.0	5.1	-9.5	-11.5
Cc1[nH]c2ccccc2c1/C=N\NC(=O)CNc1ccc2c(c1)OCO2	9.7	1.1	-3.0	1.7	-1.9	8.4	-2.1	-11.2	-8.0	-1.3	-3.5
O=C(Nc1nnc(C2CC2)s1)C1=NN(C2CCS(=O)(=O)C2)C(=O)CC1 (stereo not given)	9.1	-2.9	5.7	-9.3	0.0	8.5	-4.3	-22.5	4.3	2.9	-9.5
O=C(NCc1ccccc1)c1cc(C2CCCN(C(=O)c3ccc4c(c3)CCO4)C2)on1 (stereo not given)	-7.3	4.5	/	3.5	-0.3	11.6	/	-8.8	-2.7	-0.8	-2.8
N#CN=C1CCCCCN1CC(N)=O	-1.1	-6.4	5.2	-3.5	-0.7	2.3	0.5	-27.1	-1.2	0.3	-3.0
COc1cc(/C=C/CN2CCN(CCC(C)C)C(CCO)C2)ccc1O (stereo not given)	-12.6	-1.5	0.5	11.5	-3.1	-8.0	2.6	-15.6	-0.5	3.2	-2.8

Some of the entries so far, with bars between the fields.
mol | NCOA1 inh | ABHD5 PLIN5 PPI | TLR9-MyD88 block | COUP-TFII inh | MC4R barr agon | LRH-1 inv ag | EBV LMP1 NFkB | SRC2 inh | MC4R antag cAMP | NOD2 RIPK2 PPI | SRC3 inh
COc1ccc(CCNC(=O)c2nnc(Cc3ccc(Cl)cc3)o2)cc1OC | 4.6 | -5.0 | -7.5 | -4.8 | -0.2 | 5.6 | 5.3 | -0.7 | -1.8 | 2.0 | -13.6
CCOc1ccc2nc(NC(=O)C34CC5CC(CC(NC(C)=O)(C5)C3)C4)sc2c1 | -60.2 | 0.5 | -3.6 | -30.4 | -2.6 | -31.0 | -27.6 | -20.8 | 7.4 | -1.6 | -36.0

Next records:
SMILES	NCOA1 inh	ABHD5 PLIN5 PPI	TLR9-MyD88 block	COUP-TFII inh	MC4R barr agon	LRH-1 inv ag	EBV LMP1 NFkB	SRC2 inh	MC4R antag cAMP	NOD2 RIPK2 PPI	SRC3 inh
CCN(CC)C(=O)C(=O)c1c(-c2ccccc2)[nH]c2ccccc12	1.2	-2.4	-6.0	-1.1	-1.6	4.1	-0.8	-11.5	-2.9	-2.8	19.7
Cc1ccc(OCCC(=O)OCC(=O)Nc2cc(C)cc(C)c2)cc1	-1.1	-3.1	3.7	-0.4	0.3	-5.2	5.8	-3.1	4.3	-2.0	3.1
COc1ccc(/C=C/C(=O)OCC(=O)c2c(N)n(C)c(=O)n(C)c2=O)c(OC)c1	2.2	6.2	7.4	-6.3	-0.2	-0.5	4.3	30.7	7.7	0.4	3.0
COc1ccc(C2/C(=C(/O)c3ccc4c(c3)CC(C)O4)C(=O)C(=O)N2CCCn2ccnc2)cc1OC (stereo not given)	-1.2	-1.7	-4.1	2.6	-3.3	3.1	2.2	5.7	9.4	11.1	14.3
S=C(NCc1cccnc1)c1ccccc1	-30.9	-7.8	9.7	17.9	-0.4	6.6	0.7	-13.1	-7.0	-4.3	3.1
Cc1csc(SCC(=O)Nc2ccccn2)n1	-35.0	1.1	2.2	-3.1	-0.9	-42.8	-5.8	-31.6	2.7	5.9	-26.4
CC(C)(C)NC(=O)c1cc(Cl)ccc1[N+](=O)[O-]	3.4	-4.2	-4.0	11.2	-0.8	8.4	-13.4	-1.5	0.9	-6.3	1.2
CN1CCN(C(=O)c2cccc3c(-c4ccc(F)c(F)c4)coc23)CC1	-6.4	8.7	/	/	-1.8	-8.9	/	/	-5.6	3.8	-8.5
COc1ccc(/C=N/Nc2nc(-c3cccc(S(=O)(=O)N4CCCC4)c3)cs2)cc1OC	-14.1	1.8	-9.5	1.6	0.8	5.6	15.0	-22.6	7.6	-8.9	2.6
Cc1cc(S(=O)(=O)N2CCCC2)ccc1OCC(=O)NC1CCCC1	13.6	-0.2	4.3	27.0	-1.8	19.0	-0.9	-4.1	-0.4	0.3	10.2
Cc1ccc2[nH]c(=O)c3cc(C(=O)N(C)C4CCCCC4)sc3c2c1	-24.3	2.9	-1.7	-10.3	0.3	-8.6	-9.9	7.7	-5.1	-18.8	-6.1
CC(=O)c1ccc(NC(=O)Cn2nc(C)cc2C)cc1	1.4	-2.6	6.6	-6.8	-1.9	10.0	-6.9	11.6	-5.3	9.3	9.2
CCCCn1c(N)c(N(CC(C)C)C(=O)COc2cc(C)ccc2Cl)c(=O)[nH]c1=O	-19.2	4.9	-2.8	-0.8	-1.6	-6.5	2.7	-33.9	5.1	-7.2	-1.7
C/C=C(\C)C(=O)OC1[C@H](OC(C)=O)C2(CO)C(CC1(C)C)C1=CCC3C4(C)CCC(O[C@@H]5O[C@H](C(=O)O)[C@@H](O[C@@H]6O[C@H](CO)[C@@H](O)[C@H](O)[C@H]6O)[C@H](O)[C@H]5O[C@H]5O[C@H](CO)[C@@H](O)[C@H](O)[C@H]5O)[C@](C)(CO)C4CCC3(C)[C@]1(C)C[C@H]2O (stereo not given in full)	3.5	5.5	57.7*	/	-3.8	38.4	36.4	/	94.8*	30.0*	26.3
CC(CN(C)Cc1ccccc1)OC(=O)c1ccc2c(c1)OCCO2 (stereo not given)	-9.5	0.5	0.4	3.4	4.4	-9.7	-10.1	4.2	9.6	6.2	-20.6
COc1ccc(-c2nnc(S/C(=C/c3ccc(Cl)cc3)C(=O)O)o2)cc1	-12.8	1.1	1.8	-4.2	-2.5	3.6	1.8	0.4	-6.0	-8.4	18.0
CC(OC(=O)CCC(=O)N1CCN(S(=O)(=O)c2ccc3ccccc3c2)CC1)C(=O)NC(N)=O (stereo not given)	2.8	-4.7	-0.5	10.4	3.5	16.7	-4.5	17.5	-8.5	-7.2	17.3
COc1cccc(NC(=O)NC(=O)c2c(C)cc(Cl)nc2Cl)c1	7.2	-7.4	-8.9	0.5	1.0	-3.1	8.5	0.6	5.4	9.6	-2.1
CC1Cc2ccccc2N1Cc1cc(=O)c(OCC(=O)NCCc2ccccc2)co1 (stereo not given)	13.6	0.2	2.9	3.1	-3.0	4.0	-1.6	15.6	-3.0	-3.0	-14.2
COc1ccc(NC(=S)N2CCCC2)cc1	-23.2	-0.2	1.4	4.1	-0.5	-9.1	-0.4	-15.8	7.8	0.9	-12.5
Cc1cc(=O)c2n(Cc3ccc(Cl)cc3)nc[n+]2[nH]1	4.5	1.4	4.0	-0.2	0.8	-12.7	3.5	-7.8	7.6	13.8	11.0
CCN1c2ccccc2-c2nc3ccccc3n2C1c1ccncc1 (stereo not given)	-6.1	5.6	-12.2	6.7	-1.6	-10.9	-5.9	3.8	11.8	2.9	9.3
Cc1ccc(-c2nnn(CC(=O)N(c3cccc(O)c3)C(C(=O)NC(C)(C)C)c3cccs3)n2)o1 (stereo not given)	5.3	4.6	-14.1	/	-0.3	10.8	7.2	/	4.7	-10.2	15.8

Bioassay records from PubChem.
